# SNCA expr inh: SNCA gene expression inhibition. 0.17% of 140,000 active. Potency, µM (top dose mostly 57.2 µM), for the others: at the top dose activity change, negative = inhibition, most hits filed as inhibitors. HEK-293 SNCA-luciferase knock-in, luminescence, 24 h;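 further: potency means the concentration at half of the fitted maximal effect; plate controls were DMSO cells for no effect and cell-free wells for full effect; nearly all actives have a fitted effect of over 45% in size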
# GPT2 inh: inhibitors of human GPT2 alanine aminotransferase; Q8TD30; Recombinant GPT2, coupled pyruvate oxidase/HRP Amplex Red fluorescence; Potency, µM (series often up to 57.7 µM), without a hit: at the highest dose activity change, negative = inhibition, actives largely listed as inhibitors; 0.25% of 100,000 active; further: potency means the concentration at half of the fitted maximal effect; nearly all actives have a fitted effect of over 60% in size; many of its hits are not listed in these tables
#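 Inhibition is scored from Amplex Red fluorescence generated when pyruvate oxidase and HRP act on pyruvate released by GPT2. Reactions contain 10ng/uL enzyme, 250uM a-KG and 2mM L-alanine and run 30 min at room temperature.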
# IP6K1 inh: inhibitors of human IP6K1 | Q92551 | IP6K1 kinase, ADP-Glo luminescence, 2 h; stronger effect = lower value | activity change, % (series mostly up to about 58 µM) | 0.81% of 140,000 active; in the data active means activity change below about -25%
# Target sequence (Q92551 whole entry, looked up): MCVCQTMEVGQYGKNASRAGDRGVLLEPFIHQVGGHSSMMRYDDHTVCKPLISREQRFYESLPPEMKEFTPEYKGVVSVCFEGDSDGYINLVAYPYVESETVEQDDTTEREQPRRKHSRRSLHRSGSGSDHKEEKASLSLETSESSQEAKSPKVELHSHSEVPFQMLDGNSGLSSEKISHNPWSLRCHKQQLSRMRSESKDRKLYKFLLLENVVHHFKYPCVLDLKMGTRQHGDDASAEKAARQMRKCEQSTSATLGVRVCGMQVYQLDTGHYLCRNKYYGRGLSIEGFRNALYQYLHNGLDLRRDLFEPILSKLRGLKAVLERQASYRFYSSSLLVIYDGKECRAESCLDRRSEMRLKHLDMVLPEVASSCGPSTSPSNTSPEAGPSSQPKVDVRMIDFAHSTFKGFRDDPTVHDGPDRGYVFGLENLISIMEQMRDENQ
#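 ADP-Glo luminescence measures ADP made by human IP6K1 during a 2 h RT reaction with ATP/IP6 (mix at 1.3 mM/130 uM); top library doses 57.5 and 19.1 uM final.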
# Luciferase inh: Photinus pyralis luciferase inhibition; 2.5% of 76,000 active; Potency, µM (top dose mostly 115 µM), for the others: at the top dose activity change, negative = inhibition, hits mostly inhibitors; purified P. pyralis luciferase, luminescence, biochemical; P08659; further: potency means the concentration at half of the fitted maximal effect; nearly all actives have a fitted effect of over 65% in size
# Target sequence (P08659 whole entry, looked up): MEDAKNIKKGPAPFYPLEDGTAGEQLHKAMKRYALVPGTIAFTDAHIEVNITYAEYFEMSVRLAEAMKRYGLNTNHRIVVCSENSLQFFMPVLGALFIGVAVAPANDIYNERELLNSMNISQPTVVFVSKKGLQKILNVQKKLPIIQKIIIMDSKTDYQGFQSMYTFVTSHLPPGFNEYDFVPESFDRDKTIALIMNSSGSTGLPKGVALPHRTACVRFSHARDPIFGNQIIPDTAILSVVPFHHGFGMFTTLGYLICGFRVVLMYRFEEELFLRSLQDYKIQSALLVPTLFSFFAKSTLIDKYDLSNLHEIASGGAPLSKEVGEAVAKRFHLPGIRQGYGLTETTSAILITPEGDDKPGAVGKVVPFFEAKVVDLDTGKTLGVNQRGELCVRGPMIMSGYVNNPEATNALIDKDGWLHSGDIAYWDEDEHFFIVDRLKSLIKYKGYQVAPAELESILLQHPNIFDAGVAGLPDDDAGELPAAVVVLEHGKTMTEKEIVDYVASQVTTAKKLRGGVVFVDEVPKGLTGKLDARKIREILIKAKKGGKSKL
#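 Cell-free enzyme assay, 10nM P. pyralis luciferase, luciferin and ATP each at 10uM. Inhibition profiled over a 6-point titration, read as luminescence.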
# 3T3 cytotox: NIH 3T3 cell cytotoxicity | NIH 3T3 viability, CellTiter-Glo ATP luminescence, 48-72 h | Potency, µM (highest dose often 96.7 µM), without a hit: top-dose activity change, negative = cytotoxicity, actives largely listed as inhibitors | 4.3% of 94,000 active | AID 1345082; further: potency means the concentration at half of the fitted maximal effect; nearly all actives have a fitted effect of over 55% in size
#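 NIH 3T3 cells at 400 cells/well received 23 nL of compound by pintool and were incubated 48 or 72 h at 37 °C. Viability was read as ATP-coupled CellTiter-Glo luminescence.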
# HEK293 viab: cell viability loss counter-screen; 0.12% of 150,000 active; HEK-293-SNCA-luc viability, GF-AFC fluorescence, 24 h; Potency, µM (top dose mostly 57.1 µM), for the others: at the top dose activity change, negative = cytotoxicity, usual class: cytotoxic;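 further: potency means the concentration at half of the fitted maximal effect; 0% = DMSO-treated cells and -100% = medium-only wells without cells; nearly all actives have a fitted effect of over 30% in size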
#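 Cytotoxicity counterscreen: after 24 h compound treatment of genome-edited SNCA-luciferase HEK-293 cells, live-cell protease substrate GF-AFC read by fluorescence after 30 min; activity scaled between DMSO (0%) and medium-only (-100%), curves Hill-fitted.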
# HEK293 tox: HEK 293 cell cytotoxicity; HEK 293 viability, ATP luminescence (CellTiter-Glo), 48-72 h; Potency, µM (series often up to 115 µM), inactives show at the highest dose activity change, negative = cytotoxicity, actives largely listed as inhibitors; 6.6% of 94,000 active; further: potency means the concentration at half of the fitted maximal effect; nearly all actives have a fitted effect of over 60% in size
#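 HEK 293 seeded at 250 cells/well receive compound via pintool. After 48 or 72 hr at 37 degree Celsius, 5% CO2 and 95% humidity, CellTiter-Glo is dispensed and luminescence read following 10 min at room temperature.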
# The depositor's hits bear a star; i = inactive; ? = inconclusive; · = not tested or not shown; & = joins results of further samples; [ ] = dose if it differs, or a comment. Unless noted, the call rests on the fitted dose curve; in most records, active means well fitted curve in the direction sought with a large enough effect; inconclusive means small, poorly fitted or top-dose-only effect, or another doubt; inactive means no such curve, though single readings can be large; an effect the other way counts as inactive or inconclusive. Unless noted, on the % scale 0 is the no-effect control and ±100 the full control effect.
SMILES,SNCA expr inh,GPT2 inh,IP6K1 inh,Luciferase inh,3T3 cytotox,HEK293 viab,HEK293 tox
Cc1nn(-c2ccccc2)c2c1C(C)N(C1CCCN(C(=O)c3ccc(Cl)nc3)C1)C2=O (centres undefined),·,·,8,·,?,·,?
CCOC(=O)c1cnc2c(C)cc(Cl)cc2c1NCCc1ccc(OC)c(OC)c1,11%,·,-3,·,·,6%,·
COc1cccc(C(=O)N2CCC3(CC2)Cc2ccccc2NC3=O)c1,-3%,3%,-8,-1%,35µM*,-5%,45µM*
O=C([C@@H]1C[C@H](Oc2ccccc2)CN1C(=O)c1cc2ccccc2[nH]1)N1CCCC1,40%[activator],0%,32,-27%,-13%,-9%,-1%
CC(C)CNC(=O)c1cc(-c2ccsc2)nc2c1cnn2C,8%[87.6 µM],i,-5,·,?,5%[87.6 µM],71µM*
CN(C)C[C@@H]1CN(Cc2cccnc2)C[C@H]1NC(=O)c1ccc(F)c(Cl)c1,-15%,-21%,14,3%,-5%,-19%,?
CCc1ccc(CNCc2c(C(=O)O)n(Cc3cccc(F)c3)c3cc(OC)ccc23)cc1,?,·,-13,·,·,-27%,·
O=C(NCc1cccc(Cl)c1)c1ccc2oc(-c3ccncc3)nc2c1,10%,i,9,·,-29%,-10%,?
CCNc1ncnc2c1CN(C1CCNCC1)C(=O)CN2C,-18%,i,-2,·,-11%,10%,-15%
COC[C@@]12CN(Cc3ccc(C(=O)OC)cc3)C[C@@H]1C(C)(C)COc1ccc(OC)cc12,·,·,23,·,?,·,?
CCSc1nnc(NC(=O)c2cc(=O)c3cc(C)ccc3o2)s1,45%[activator],·,-14,·,·,-5%,·
CCCCN1C(=O)[C@@H]2C[C@@H](O)CN2C2(CN(C)C2)C1=O,5%[87.6 µM],i,-10,3%[230 µM],-1%[230 µM],-1%[87.6 µM],0%[230 µM]
CC(C)=CCC/C(C)=C/CCC1(C)Oc2c(c(O)cc3c2CN(C(CCC(=O)O)C(=O)O)C3=O)CC1O (centres undefined),·,i,13,·,·,-20%[23.9 µM],·
CSCCC(=O)N1CCCC(CCc2ccccc2F)C1 (centres undefined),5%,i,-6,-20%,40µM*,7%,?
COc1ncc(-c2cccc(COc3ccc4c(cnn4CC[S+](C)(=O)[O-])c3)c2)cn1,38%[activator][87.6 µM],?,9,?,-15%[138 µM],-10%[87.6 µM],71µM*

# Look-ups from the entries so far.
# For IP6K1 inh, COC[C@@]12CN(Cc3ccc(C(=O)OC)cc3)C[C@@H]1C(C)(C)COc1ccc(OC)cc12 shows 23
# For IP6K1 inh, CC(C)=CCC/C(C)=C/CCC1(C)Oc2c(c(O)cc3c2CN(C(CCC(=O)O)C(=O)O)C3=O)CC1O (centres undefined) shows 13
# For SNCA expr inh, CN(C)C[C@@H]1CN(Cc2cccnc2)C[C@H]1NC(=O)c1ccc(F)c(Cl)c1 shows -15%

# The listing picks up, repeating the 3 entries before the break.
SMILES,SNCA expr inh,GPT2 inh,IP6K1 inh,Luciferase inh,3T3 cytotox,HEK293 viab,HEK293 tox
CC(C)=CCC/C(C)=C/CCC1(C)Oc2c(c(O)cc3c2CN(C(CCC(=O)O)C(=O)O)C3=O)CC1O (centres undefined),·,i,13,·,·,-20%[23.9 µM],·
CSCCC(=O)N1CCCC(CCc2ccccc2F)C1 (centres undefined),5%,i,-6,-20%,40µM*,7%,?
COc1ncc(-c2cccc(COc3ccc4c(cnn4CC[S+](C)(=O)[O-])c3)c2)cn1,38%[activator][87.6 µM],?,9,?,-15%[138 µM],-10%[87.6 µM],71µM*
CN1CCC(C(=O)N2Cc3ccccc3CC3(CCN(Cc4ccncc4)C3)C2)CC1 (centres undefined),6%,?,-15,·,i,4%,4%
COCCN1CCC(N2CCN(C(=O)C3CCCCC3)CC2)C1=O (centres undefined),1%,4%,18,3%,-1%,3%,-2%
CCN1C(=O)Cc2cc(C(=O)NCc3ccc4c(c3)OCO4)ccc21,21%,-13%,-9,1%,-17%,20%,1%
CCN(CC)c1cc2c(cc1F)c(=O)c(S(=O)(=O)c1ccc(C)cc1)cn2Cc1ccc(F)cc1,25%,·,1,·,·,-1%,·
COc1ccc(C(=O)N2C[C@@H](Oc3cccnc3)C[C@H]2C(=O)N2CCCC2)cn1,19%,-12%,0,-5%,i,-25%,1%
CN(C)c1ccc(CN[C@H]2C[C@H]3C(=O)NC[C@@H](CCC(=O)Nc4ccccc4)N3C2)cc1,51%[activator],-7%,15,?,-12%,-3%,-5%
NC(=O)C1CCN(c2cc(-c3noc([C@@H]4CCCN4Cc4ccc(Cl)cc4)n3)ccn2)CC1,11%,-16%,7,-14%,?,-9%,?
Cc1ccc(S(=O)(=O)N2CCCc3cc(NC(=O)c4ccc(F)c(F)c4)ccc32)cc1,-23%,·,-7,·,·,-15%,·
COc1ccc(C(=O)N2CCC3(CC2)CC(c2ccccc2)=NO3)cc1,-12%,i,4,-6%,-20%,?,?
Cn1ncc2c(C(=O)NCc3cccnc3)cc(-c3ccc(Cl)cc3Cl)nc21,-7%,0%,-12,·,?,-17%,?
COc1cccc(CN[C@@H]2CCC[C@@H](C(=O)N(C)Cc3cccnc3)CC(=O)N(C)C2)c1,-1%,i,-11,13%,-1%,0%,?
Cc1ccc(OCC(=O)Nc2nnc(S(=O)(=O)N3c4ccccc4CC3C)s2)cc1 (centres undefined),-18%,·,9,·,·,10%,·
CCCN(C(=O)Cn1ncc2c([nH]c3ccc(C)cc32)c1=O)c1ccccc1C,-15%,·,0,·,·,0%,·
O=C(CC(c1ccc(F)cc1)c1cn(Cc2ccccc2)c2ccc([N+](=O)[O-])cc12)N1CCOCC1 (centres undefined),?,0%,-11,-14%,?,?,?
COc1ccc2cc(C(=O)N(C)C3CCc4nn(C)c(=O)n4CC3)[nH]c2c1 (centres undefined),16%,-6%,6,-6%,-22%,4%,-8%
Cc1ccc(F)cc1S(=O)(=O)N1CCC(c2nc3ccccc3s2)CC1,-9%,·,16,·,·,8%,·
Cc1noc(C)c1-c1cc2cc(CO)oc2c(-c2ccccc2)n1,35%[activator][87.6 µM],-1%[88.5 µM],-22,10%[172 µM],?,12%[87.6 µM],?
COc1ccc(-c2cc(N3CCN(C(=O)Cc4ccc(F)cc4)CC3)n[nH]2)cc1,5%,i,-4,3%,-12%,-8%,2%
Cc1ccnn1CC(=O)N1CCOc2c(O)cc(-c3cccc(Cl)c3)cc2C1,4%,-8%,-2,0%,?,-1%,?
COc1ccc(-c2nc(C3CC(=O)N(c4ccc(OC)c(OC)c4)C3)no2)cc1F (centres undefined),-16%,2%,-7,1%,-20%,1%,2%
Cc1ccn(CC(=O)N[C@@H]2CN(c3ncccn3)C[C@H]2CO)n1,22%,i,0,0%,-13%,?,2%
CS(=O)(=O)N1CCC(C2CCN(C(=O)CN3CCOCC3)C2)CC1 (centres undefined),-18%,0%,-4,-8%,-1%,5%[12.5 µM],i
Cc1noc(C)c1S(=O)(=O)NCC1(COc2ccc(C(F)(F)F)cn2)C[C@@H](O)[C@@H](O)C1 (some centres undefined),10%,i,-3,-5%,i,2%,-1%
CCOC(=O)CNC(=O)Cn1nc(N2CCN(c3ccccc3)CC2)ccc1=O,9%,·,-3,·,·,0%,·
Cc1cn2nc(C(=O)Nc3ccc4c(c3)OCCO4)cc2c(N(C)Cc2ccccc2)n1,-7%,i,13,10µM*,?,-15%,-24%
CCCCN1C(=O)C(O)(c2c(C)[nH]c3ccccc23)c2cc(Br)ccc21 (centres undefined),?,·,-2,·,·,?,·
CCOc1ccccc1NC(=O)CN1C(=O)CC(c2ccco2)Sc2ccccc21 (centres undefined),?,·,-2,·,·,-8%,·
COc1cccc2cc(C(=O)Nc3ccc(C)cc3)c(=O)oc12,143%[activator],·,-15,·,·,21%,·
CC1=C[C@@H](CNCc2cccnc2)[C@H](C(C)C)C[C@H]1Cc1nnc(-c2ccccc2)o1,?,1%[88.5 µM],-9,-6%[172 µM],?,?,79µM*
CNC(=O)c1cc(C2CC2)nc2onc(C3CCN(C(=O)N(C)C)C3)c12 (centres undefined),·,·,1,·,-23%[138 µM],·,-13%[172 µM]
O=c1c(-c2cc(-c3ccc(Cl)cc3)nc3c2COc2ccccc2-3)coc2ccccc12,?,·,22,·,·,2%,·
Cc1nc(CNC(=O)c2cccc(S(=O)(=O)N3CCC[C@H]3CO)c2)no1,16%,2%,-4,-2%,0%,-1%,i
Cc1noc(C)c1C(=O)N[C@H]1[C@H](O)[C@H](O)C[C@@H]1c1cccnc1,22%[87.6 µM],0%[88.5 µM],21,3%[172 µM],4%[174 µM],1%[87.6 µM],i
COc1ncccc1-c1cc2c(ccn2CC2CCN(C)CC2)c(N2CCOCC2)n1,-1%[87.6 µM],?,21,5%[172 µM],45µM*,5%[87.6 µM],89µM*
O=C(CCc1conc1-c1ccccc1F)NCc1cccc(C(F)(F)F)c1,42%[activator],-10%,1,-3%,?,14%,?
COc1ccc(OCc2nc(C3CN(C(=O)c4n[nH]c5ccccc45)C3)no2)cc1,-3%,i,22,0%,-13%,14%,-14%
Cc1cccc2c1O[C@H]1[C@H](C(=O)O)CN(C(=O)c3ncoc3-c3ccccc3)[C@@H]21,·,·,6,·,?,·,-17%
O=c1c2oc3ccccc3c2n(Cc2ccccc2Cl)c(=O)n1Cc1ccc2c(c1)OCO2,-8%,·,27,·,·,3%,·
Cc1ccc(N2CC(NC(=O)C3CC3)CC2=O)cc1C (centres undefined),?,·,2,·,·,7%,·
COc1ccc(NC(=O)CSCc2cnn(-c3ccccc3)c2-n2cccc2)cc1,-1%,·,-16,·,·,?,·
COCCNC(=O)CCCN1C(=O)COc2ccc(C(=O)COc3cc(C)ccc3Cl)cc21,6%,0%,10,-7%,-11%,-15%,?
CCOc1ccc(NS(=O)(=O)c2ccc(-c3cc(C)no3)s2)cc1,-15%,·,-4,·,·,8%,·
CC(=O)N1CCc2c(sc3c2c(=O)n(Cc2ccccc2)c(=O)n3Cc2cccc(Cl)c2)C1,-12%,·,1,·,·,14%,·
Cc1nn(-c2ccccc2)c2c1C(C(C)C)N(C1CN(C(=O)c3ccc(C(F)(F)F)cc3)C1)C2=O (centres undefined),·,·,12,·,-22%,·,i
Clc1cccc(-n2nnnc2NCc2ccccc2Oc2ccccn2)c1Cl,-9%,-8%&-4%,-2,·,·,-14%&1%,·
COc1cccc(C(=O)N2CCN(CCc3ccncc3)CC2)c1,5%,·,10,·,·,17%,·
Cc1noc(C)c1S(=O)(=O)N1CCCN(S(=O)(=O)c2ccccc2)CCC(=O)NCC1,-4%,1%,12,-11%,-8%,10%,i
O=C(c1ccc[nH]c1=O)N1CC(F)(F)C[C@H]1c1nc(C2CC2)no1,14%,-3%,20,3%,i,-6%,-22%
Cc1cccc(NC(=O)N2C[C@@H](F)C[C@H]2C(=O)N2CCCCC2)c1,-15%,i,-2,1%,3%,-28%,2%

# Retrieved one by one from above:
SMILES,SNCA expr inh,GPT2 inh,IP6K1 inh,Luciferase inh,3T3 cytotox,HEK293 viab,HEK293 tox
Cc1noc(C)c1S(=O)(=O)N1CCCN(S(=O)(=O)c2ccccc2)CCC(=O)NCC1,-4%,1%,12,-11%,-8%,10%,i
O=C(c1ccc[nH]c1=O)N1CC(F)(F)C[C@H]1c1nc(C2CC2)no1,14%,-3%,20,3%,i,-6%,-22%
